# TEAD-YAP block = TEAD-YAP interaction inhibition; HEK-TIYL cells, TEAD-Gal4/YAP UAS-luciferase luminescence; inhibition, % at 9.12 µM; 1.4% of 640,000 active; AID 1259422; in the data active = inhibition above about 32%;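 note: 0% = median of test compound wells and 100% = reference inhibitor wells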
# FBW7 activator = activators of human E3 ligase FBW7; Q969H0; AlphaScreen FBW7–phospho-cyclin E peptide binding, activator screen; normalized activity (activation), % at 26.1 µM; 0.13% of 650,000 active; AID 1259310; in the data active = normalized activity above about 1.9%;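 note: purified mutant Fbw7 with reduced substrate affinity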
# GPR151 ag = activates the human receptor GPR151. Q8TDV0. PathHunter beta-arrestin GPR151 cells, luminescence. activation, % at 11.2 µM. 1% of 650,000 active. AID 1508602; in the data active = activation above about 4.9%;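 note: 0% = median of compound wells and 100% = cells with positive control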
# Target sequence (Q8TDV0 whole entry, looked up): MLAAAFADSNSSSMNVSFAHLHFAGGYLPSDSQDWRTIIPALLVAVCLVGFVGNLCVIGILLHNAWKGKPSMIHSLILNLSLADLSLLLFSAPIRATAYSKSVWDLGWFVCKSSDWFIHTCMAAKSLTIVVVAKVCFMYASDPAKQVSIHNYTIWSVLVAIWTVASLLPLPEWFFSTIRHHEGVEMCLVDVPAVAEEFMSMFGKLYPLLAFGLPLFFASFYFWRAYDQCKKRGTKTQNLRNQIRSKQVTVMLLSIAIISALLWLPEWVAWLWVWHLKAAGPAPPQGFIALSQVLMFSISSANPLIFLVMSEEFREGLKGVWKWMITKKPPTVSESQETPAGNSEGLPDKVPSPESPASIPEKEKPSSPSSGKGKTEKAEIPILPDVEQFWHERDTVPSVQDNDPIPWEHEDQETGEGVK
# MITF inh = human MITF inhibition, primary screen. O75030. AlphaScreen MITF homodimerization, bead proximity signal. AID 1259374. 0.91% of 650,000 active. inhibition, % at 2.6 µM; in the data active = inhibition above about 50%;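 note: 0% = vehicle wells with protein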
# Target sequence (O75030 whole entry, looked up): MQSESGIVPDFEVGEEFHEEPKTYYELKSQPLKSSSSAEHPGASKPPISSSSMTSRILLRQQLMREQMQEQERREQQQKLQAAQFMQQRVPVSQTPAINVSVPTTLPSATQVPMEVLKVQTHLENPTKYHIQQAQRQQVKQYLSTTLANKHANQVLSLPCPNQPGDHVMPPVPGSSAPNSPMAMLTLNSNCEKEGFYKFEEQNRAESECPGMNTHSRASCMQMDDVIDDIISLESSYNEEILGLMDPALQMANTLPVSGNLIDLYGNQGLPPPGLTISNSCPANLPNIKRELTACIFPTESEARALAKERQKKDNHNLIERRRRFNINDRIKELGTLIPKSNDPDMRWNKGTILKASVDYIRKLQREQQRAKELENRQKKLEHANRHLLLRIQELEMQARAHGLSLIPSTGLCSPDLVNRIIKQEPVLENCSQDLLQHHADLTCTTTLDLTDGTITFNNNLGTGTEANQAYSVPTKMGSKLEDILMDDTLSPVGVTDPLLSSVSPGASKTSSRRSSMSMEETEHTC
# Starred values were filed as active, the others as inactive; & = joins results of further samples.
# Preview, seven compounds:
SMILES,TEAD-YAP block,FBW7 activator,GPR151 ag,MITF inh
CCCCSC1=C(C#N)C(=O)NC(C(C)C)S1 (stereo unspecified),0,0.2,0.0,4
CC(C)CNC(=O)Cc1ccc(Br)cc1,-7,0.1,-0.5,-35
Nc1cccc(-c2nc3ncnc(NCCCN4CCCC4=O)c3[nH]2)c1,-2,-0.2,-0.5,9
Cc1ccc(Nc2nc(O)c(C3=c4cc(Br)ccc4=NC3=O)s2)cc1C,-3,1.6,-0.3,13
Cc1oc2nc(SCC(=O)NCCCO)nc(N)c2c1C,9,-0.1,1.2,3
Cc1nn(C)cc1CNc1nc(C)c(-c2ccn(Cc3cccc(F)c3)n2)s1,-5,-0.1,-1.0,-5
CCOC(=O)c1ccc(Nc2nc(-c3cc4cccc(OCC)c4oc3=O)cs2)cc1,4,0.2,2.9,8

# Results, repeating the preview:
SMILES,TEAD-YAP block,FBW7 activator,GPR151 ag,MITF inh
CCCCSC1=C(C#N)C(=O)NC(C(C)C)S1 (stereo unspecified),0,0.2,0.0,4
CC(C)CNC(=O)Cc1ccc(Br)cc1,-7,0.1,-0.5,-35
Nc1cccc(-c2nc3ncnc(NCCCN4CCCC4=O)c3[nH]2)c1,-2,-0.2,-0.5,9
Cc1ccc(Nc2nc(O)c(C3=c4cc(Br)ccc4=NC3=O)s2)cc1C,-3,1.6,-0.3,13
Cc1oc2nc(SCC(=O)NCCCO)nc(N)c2c1C,9,-0.1,1.2,3
Cc1nn(C)cc1CNc1nc(C)c(-c2ccn(Cc3cccc(F)c3)n2)s1,-5,-0.1,-1.0,-5
CCOC(=O)c1ccc(Nc2nc(-c3cc4cccc(OCC)c4oc3=O)cs2)cc1,4,0.2,2.9,8
CC(C)(C)NC(=O)NC(=O)COC(=O)CCC1CCCC1,4,0.6,-0.3,15
COc1ccc(/C(O)=C2/C(=O)C(=O)N(CCCn3ccnc3)C2c2ccccc2F)cc1 (stereo unspecified),-9,-0.2,1.2,-3
CCOC(=O)c1cnc(SC)nc1C,-13,-0.2,3.0,2
O=C(NCc1ccsc1)c1ccc(F)c(F)c1,9,0.2,1.0,-2
O=C(O)c1cnc(N2CCN(c3ncccn3)CC2)c2ccccc12,5,0.0,0.6,0
CCOc1ccc(NC(=O)CSc2nnc(-c3ccc([N+](=O)[O-])cc3)n2C)cc1,20,0.0,1.1,-7
Cc1ccc(C)c(NC(=S)N2CCC(N(C)CCN3CCOCC3)CC2)c1,1,0.1,-0.3,10
COc1nc(Nc2ccc(C)cc2)nc(N2CCC(C)CC2)n1,1,-0.1,0.7,11
CCCn1c(SCC(=O)N(C(C)C)C(C)C)nnc1-c1ccncc1,4,-0.1,0.0,3
O=C(CCS(=O)(=O)Cc1ccccc1)NCC1CCCO1 (stereo unspecified),-2,0.1,-0.7,14
O=C(CSCc1ccc([N+](=O)[O-])cc1)Nc1ccc(Br)cc1C(=O)O,-2,-0.1,0.2,-6
CC1(C)Cc2c(ccc3ccccc23)CN1C(=O)c1ccccc1,-26,0.0,0.0,11
COc1ccccc1C1NC(=O)C(=O)/C1=C(/O)c1ccc(Br)cc1 (stereo unspecified),8,-0.1,-2.0,0
Cc1ccccc1NC(=O)c1ccccc1NC(=O)c1ccccc1,-4,-0.1,0.3,-2
Cc1sc2ncn(CC(=O)NCCCC(=O)NC3CCCCC3)c(=O)c2c1C,-5,0.1,-1.9,14
O=C(CCC(=O)Nc1ccc(I)cc1)N/N=C/c1ccccc1F,-3,-0.1,0.2,-2
O=C(CCS(=O)(=O)c1ccccc1)Nc1ccc(-c2nc3ccccc3o2)cc1,-16,-0.1,-0.2,-2
C=CCN(CC=C)S(=O)(=O)c1ccc(C(=O)N2CCc3ccccc32)cc1,1,0.2,1.0,3
COCC(=O)Oc1c(Sc2ccc(C)cc2)c(C)nn1C(C)(C)C,7,-0.1,-1.2,0
Cc1ccc2onc(CNC(=O)NCc3cccnc3)c2c1,3,0.6,-1.1,9
Cc1ccc2c(CNCc3ccccc3)c(C(=O)O)[nH]c2c1,-6,-0.2,0.0,5
N#Cc1ccc(Oc2ccc(C(=O)O)cc2)cc1,10,-0.1,-0.8,2
COc1ccc(/C=N/NC(=O)Cc2cccn2C)cc1[N+](=O)[O-],1,0.1,-0.9,17
C/C(=N\NC(=O)CNc1ccc(F)cc1)c1ccccc1,2,0.1,0.7,13
O=C1CC2CS(=O)(=O)CC2N1C1CCCCC1 (stereo unspecified),-7,0.1,0.1,-14
O=[N+]([O-])c1ccc2nonc2c1Nc1ccc(O)cc1,-16,-0.8,-2.2,20
CCOc1ccccc1NC(=O)c1snc2c(=O)[nH]c(C)nc12,-5,-0.2,-0.1,-3
CC(Cc1cnccn1)NC(=O)c1ccc(-n2cc(NC(=O)c3ccoc3)cn2)cc1 (stereo unspecified),4,0.2,-1.5,-6
COc1cc(OC)cc(C(=O)NNS(=O)(=O)c2ccccc2)c1,6,-0.1,0.4,16

# Complete entries, quoted from the list:
# CCCCSC1=C(C#N)C(=O)NC(C(C)C)S1 (stereo unspecified) reads TEAD-YAP block = 0; FBW7 activator = 0.2; GPR151 ag = 0.0; MITF inh = 4
# COCC(=O)Oc1c(Sc2ccc(C)cc2)c(C)nn1C(C)(C)C reads TEAD-YAP block = 7; FBW7 activator = -0.1; GPR151 ag = -1.2; MITF inh = 0

# Remaining list, next part:
SMILES,TEAD-YAP block,FBW7 activator,GPR151 ag,MITF inh
CCOC(=O)N1CCC(NC(=O)c2sc3nc4n(c(=O)c3c2C)CCCC4)CC1,-8,0.0,1.1,8
O=C(NN1C(=O)c2ccc(Oc3cccc([N+](=O)[O-])c3)cc2C1=O)c1ccccc1,-26,-0.1,-0.5,12
COCCNC(=O)c1cc2cc3ccc(Cl)cc3nc2o1,-17,0.1,-1.8,-3
CNC(=O)/C(C#N)=C/c1ccc(-c2ccc(OC)cc2[N+](=O)[O-])o1,-21,-0.1,0.0,15
CCOC(=O)c1c(NC(=O)c2cc(OC)c(OC)c(OC)c2)sc(C(C)=O)c1C,-5,0.2,0.3,6
O=C(NC(OCC1COC(C(F)(F)F)(C(F)(F)F)O1)(C(F)(F)F)C(F)(F)F)c1ccccc1 (stereo unspecified),0,0.3,0.6,10
Clc1cc(Cl)c2[nH]c3c(Cl)cc(Cl)cc3c2c1,-3,-0.1,1.8,-2
CCOC(=O)c1c(-c2ccccc2)csc1NC(=O)c1cc([N+](=O)[O-])ccc1Cl,3,-0.1,-1.0,13
O=[N+]([O-])c1ccccc1/C=C/C=N/n1cnnc1,12,0.1,0.2,24
CCOC(=O)c1sc(NC(=O)c2coc3ccccc3c2=O)c(SC#N)c1C,8,-0.1,0.9,2
CCc1cc2ccc(OC)cc2nc1SCC(=O)Nc1nccs1,-4,0.5,-1.7,11
NS(=O)(=O)c1ccc(NC(=S)NCCC2=CCCCC2)cc1,-25,0.7,-1.6,5

# Fetched by structure from the list above, 3 records:
SMILES,TEAD-YAP block,FBW7 activator,GPR151 ag,MITF inh
O=C(NCc1ccsc1)c1ccc(F)c(F)c1,9,0.2,1.0,-2
CC(C)(C)NC(=O)NC(=O)COC(=O)CCC1CCCC1,4,0.6,-0.3,15
CCOc1ccc(NC(=O)CSc2nnc(-c3ccc([N+](=O)[O-])cc3)n2C)cc1,20,0.0,1.1,-7

# (cont.)
SMILES,TEAD-YAP block,FBW7 activator,GPR151 ag,MITF inh
Oc1ccc(-c2nc(-c3ccccc3)c(-c3cccs3)[nH]2)cc1,7,0.0,1.2,-12
CC1CCN(C(c2ccccc2)c2nnnn2Cc2ccccc2)CC1 (stereo unspecified),15,0.5,-1.2,6
NC(=O)NNC(=O)c1cc2c(s1)CCCC2,-4,0.8,1.0,-7
Cc1[nH]nc2c1C(c1ccc(F)c(Br)c1)C(C#N)=C(N)O2 (stereo unspecified),6,0.2,-1.5,15
Cc1ccc(NC(=O)c2cc(NC(=O)CCC(=O)O)ccc2Cl)cc1Cl,4,-0.1,1.5,-1
COc1ccc(C2CC(=O)C3=C(C2)NC(C)=C(C(=O)OCC(C)C)C3c2ccc(N(C)C)cc2)cc1 (stereo unspecified),9,0.1,-0.1,18
CCOCCn1c(=O)c2c(nc3n(-c4ccc(OC)cc4OC)c(C)cn23)n(C)c1=O,2,0.1,-0.8,9
O=C(CCCn1c(=S)[nH]c2ccccc2c1=O)NCC1CCCO1 (stereo unspecified),4,0.0,0.0,6
O=C(N[C@H]1C[C@H]2C(=O)N[C@H](Cc3ccccc3)C(=O)N2C1)c1cc(F)cc(F)c1,9,-0.1,-0.2,19
CNC(=S)NNc1nc(Nc2ccccc2)nc(N2CCOCC2)n1,-11&-19,-0.1&0.0,1.3&0.1,-3&-6
CCCNC(=O)C1CCN(C(=O)N2CCOc3ccc(Cl)cc32)CC1,9,-0.1,-0.1,7
COc1cc(NC(=O)c2cccc(-n3cc(NC(=O)NCc4ccc(Cl)cc4)cn3)c2)ccc1N1CCOCC1,-1,0.3,-2.1,20
Cc1ccc(S(=O)(=O)N2CCCC2CNC(=O)c2cccc([N+](=O)[O-])c2)cc1 (stereo unspecified),2,0.5,-0.7,14
COc1ccc(C2CC(C(F)(F)F)n3nc(C(=O)Nc4ccccc4Cl)cc3N2)cc1 (stereo unspecified),-4,0.1,-0.4,29
CCC1CCCCN1C(=S)Nc1ccc(S(=O)(=O)Nc2ncccn2)cc1 (stereo unspecified),5,-0.1,1.4,6
O=C(NCCn1cc(SCC(=O)N2CCCCC2)c2ccccc21)c1c(F)cccc1F,16,-0.1,0.5,4
CC1CCCC(NC(=O)C2N(CCCN3CCCCC3)C(=O)C3C(C(=O)Nc4ccc(Cl)cc4)C4C=CC32O4)C1C (stereo unspecified),-3,0.2,0.0,3
CC1CC(Nc2ncnc3c2c(-c2ccccc2)cn3-c2ccc(F)cc2)CC(C)(C)C1 (stereo unspecified),-12,0.1,-1.6,3
CC(C)CCOC(=O)c1ccc(NC(=O)C(CC(C)C)N2C(=O)c3ccccc3C2=O)cc1 (stereo unspecified),5,-0.1,1.3,5
Cc1ccccc1NCC(=O)N/N=C\c1sccc1C,2,-0.1,1.3,11
COc1ccc(-n2nc3c(c2NC(=O)c2cccc(Cl)c2)CSC3)cc1,-2,0.0,-0.7,8
COc1ccc(NC(=O)c2cc(S(=O)(=O)NCc3ccc(C)cc3)ccc2F)cc1,7,-0.1,0.2,5
Cc1ccc2[nH]c3nc(SCC(=O)Nc4cccc(O)c4)nnc3c2c1,-11,-0.1,0.8,3
O=C1C(=O)N(CN2CCC(Cc3ccccc3)CC2)c2ccc([N+](=O)[O-])cc21,-3,-0.1,0.7,3
CCC(C(=O)N1CCC2(CC1)NC(=O)c1ccccc1O2)c1ccccc1 (stereo unspecified),-1,0.0,-0.7,8
CCN(CC)C(=S)SCc1nc(N)nc(Nc2ccccc2OC)n1,-22,0.1,0.6,15
COc1ccc(Nc2nc(Nc3ccc(N(C)C)cc3)nc(C)c2[N+](=O)[O-])cc1,14,-0.2,0.6,19
CCOC(=O)c1ccc(N2C(=O)c3ccccc3C2=O)cc1,0,0.0,0.0,3
CN(C)S(=O)(=O)c1ccc(C(=O)Nc2ccccn2)cc1,-17,0.1,-1.2,8
COc1ccc(CCN=C(N)NS(=O)(=O)c2ccc(OC)cc2)cc1,1,0.3,2.5,4
CC(C)(C)N(Cc1ccccc1)C(=O)CSc1nnc(N)s1,-1,0.1,0.8,-1
OCCOc1cccc(CN2CCCC(CO)(Cc3ccccc3)C2)c1 (stereo unspecified),0,-0.1,-1.2,-2
CC(=O)Oc1ccccc1-c1nc2s/c(=C/c3ccc4c(c3)OCO4)c(=O)n2n1,17,-0.2,-0.5,-4
COc1cccc(C2c3[nH]c4ccccc4c3CCN2C(=O)Cc2cccnc2)c1OC (stereo unspecified),1,-0.1,1.3,2
CC(C)CCOC(=O)c1ccc(NC(=O)C(C)N2C(=O)c3ccccc3C2=O)cc1 (stereo unspecified),-8,0.1,0.5,14
Cn1ncc([N+](=O)[O-])c1C(=O)NN1C(=O)CSC1=S,2,0.0,1.0,7
CSc1ccc(Cl)c(C(=O)OCC(=O)c2ccc3c(c2)OCCO3)c1,4,-0.1,1.6,-2
CCc1ccc(S(=O)(=O)Nc2ccc3oc(C)c(C(C)=O)c3c2)cc1,16,0.6,-0.8,13
c1coc(-c2nn3c(Cn4cnc5ccccc54)nnc3s2)c1,-6,-0.1,0.5,-9
CCC(=O)NC1(C(F)(F)F)C(=O)Nc2c1c(=O)[nH]c(=O)n2CC(C)C (stereo unspecified),2,0.0,-0.5,-8
Cc1cccc(NC(=O)/C(=C/c2cccc([N+](=O)[O-])c2)NC(=O)c2ccccc2Br)c1,2,0.1,0.2,-1
CSc1ccc(/C=N\NC(=O)COc2ccc(C)cc2)cc1,-5,0.0,-0.6,-3
COc1ccc(/C=C2/N=C(c3cc(Cl)ccc3OC)OC2=O)cc1OC,5,0.1,0.3,15
CN(C)CCCNC(CC(=O)Nc1ccc(Cl)cc1)C(=O)O (stereo unspecified),7,0.1,0.3,-2
CC(=O)Nc1ccc(Nc2cc(-c3c(C)nn(C)c3C)ncn2)cc1,3,0.0,0.4,-1
CCOC(=O)N1CCC(N2C(=O)c3ccccc3C2Nc2ccccc2C(=O)OC)CC1 (stereo unspecified),2,-0.1,-1.3,62*
